# Bioassay records: PubChem, several laboratories
# M4 ag = agonists of human muscarinic M4 receptor (CHRM4); P08173; CHO-K1 hM4/Gqi5, Fluo-8 calcium fluorescence; vehicle 0%, full acetylcholine response 100%; activation, % at 3 µM; 360,000 tested, 0.14% active;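 active = activation above the run mean over all test wells plus 3 SD, cut at about 32% in these data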;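 note: peak over basal fluorescence ratio per well then scaled between controls; 0% = DMSO wells and 100% = acetylcholine at EC100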
# Target sequence (P08173 whole entry, looked up): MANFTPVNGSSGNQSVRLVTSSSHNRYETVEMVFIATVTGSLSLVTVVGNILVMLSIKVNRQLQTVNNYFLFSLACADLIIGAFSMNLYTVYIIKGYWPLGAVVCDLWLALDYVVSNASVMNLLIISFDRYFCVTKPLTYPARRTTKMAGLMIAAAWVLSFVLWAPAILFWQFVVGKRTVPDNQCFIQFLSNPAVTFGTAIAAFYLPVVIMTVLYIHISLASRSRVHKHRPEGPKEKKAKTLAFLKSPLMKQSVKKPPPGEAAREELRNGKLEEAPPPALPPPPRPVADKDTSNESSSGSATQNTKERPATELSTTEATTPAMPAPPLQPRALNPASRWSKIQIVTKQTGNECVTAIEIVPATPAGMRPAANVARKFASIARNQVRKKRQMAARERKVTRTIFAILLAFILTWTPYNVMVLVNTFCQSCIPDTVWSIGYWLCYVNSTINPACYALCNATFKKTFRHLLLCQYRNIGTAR
# CRFBP-R2 block = blocks CRF-induced signaling of the CRF-BP/CRF-R2 complex. inhibition, % at 11.8 µM. 350,000 tested, 0.59% active. HEK293 CRF-R2/CRF-BP, CRF-induced calcium fluorescence. AID 588475;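 active = inhibition of the ligand-induced calcium signal above about 50% at the single tested concentration, limit read from the data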
# CHRM4 PAM = CHRM4 positive allosteric modulation | P08173 | CHO-K1 hM4/Gqi5, Fluo-8 calcium fluorescence, ACh EC20; 0% = ACh EC20, 100% = maximal ACh | activation, % at 3 µM | 360,000 tested, 0.4% active;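 active = activation above its plate's cutoff, the mean activation of sample wells plus 3 SD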; note: some results filed as inactive read as strong as hits
# CRFBP-R2 agonist = agonists of human CRF-binding protein/CRF-R2 receptor complex; HEK293 CRF-R2/CRF-BP, calcium dye fluorescence (FLIPR); percent of saturating CRF peptide response; activation, % at 13.2 µM; 350,000 tested, 0.46% active; AID 588473;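 active = activation of at least 50%, plus an integration ratio under a set limit after plate pattern correction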;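 note: plate controls were neutral control wells without compound for no effect and CRF at EC100 for full effect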
# M5 PAM = CHRM5 positive allosteric modulation; P08912; CHO-K1 hM5, Fluo-8 calcium, ACh EC20 PAM; 0% = ACh EC20, 100% = ACh EC100; activation, % at 3 µM; 360,000 tested, 0.3% active;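 active = activation above the run cutoff, the mean activation of all test compounds plus 3 SD, cut at about 18% in these data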
# Target sequence (P08912 whole entry, looked up): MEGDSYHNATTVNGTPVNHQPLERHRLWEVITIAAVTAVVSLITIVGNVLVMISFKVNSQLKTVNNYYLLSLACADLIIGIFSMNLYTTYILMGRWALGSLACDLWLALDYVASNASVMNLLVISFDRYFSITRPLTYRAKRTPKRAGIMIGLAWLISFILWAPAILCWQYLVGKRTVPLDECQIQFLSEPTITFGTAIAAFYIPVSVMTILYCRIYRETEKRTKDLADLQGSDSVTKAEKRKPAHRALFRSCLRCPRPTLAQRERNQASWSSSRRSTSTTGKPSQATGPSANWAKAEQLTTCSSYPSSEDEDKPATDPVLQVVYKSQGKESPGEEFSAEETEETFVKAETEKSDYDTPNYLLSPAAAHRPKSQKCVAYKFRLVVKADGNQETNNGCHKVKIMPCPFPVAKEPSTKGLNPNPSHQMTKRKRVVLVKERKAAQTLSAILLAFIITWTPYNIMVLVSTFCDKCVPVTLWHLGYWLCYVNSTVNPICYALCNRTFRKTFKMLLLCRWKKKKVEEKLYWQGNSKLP
#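 Test system: CHO-K1 hM5 cells / Doses: single-point, 3 µM nominal / Times: Post-acetylcholine fluorescence recording 140 s / Technique: Fluo-8 calcium fluorescence / Measure: Max/basal fluorescence ratio as % of EC20–EC100 ACh window / Benchmarks: low control EC20 acetylcholine (0%), high control EC100 acetylcholine (100%) / Replicates: one well per compound, no replicates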
# M5 antag = antagonists of human muscarinic M5 receptor (CHRM5). P08912. CHO-hM5 cells, Fluo-8 calcium fluorescence, ACh EC80. inhibition, % at 3 µM. 360,000 tested, 0.59% active;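 active = inhibition above a per-plate cutoff, the mean of that plate's test compounds plus 3 SD, cut at about 27% in these data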;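 note: 0% = acetylcholine EC80 with DMSO and 100% = DMSO without agonist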
# IDE cell inh = inhibitors of human insulin-degrading enzyme in cells | P14735 | HEK cells, FAbetaB cleavage, fluorescence polarization | inhibition, % at 5.59 µM | 320,000 tested, 0.41% active;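 active = percent inhibition above the average of all tested compounds plus 3 SD, set per screening campaign, cut at about 16% in these data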;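 note: IDE supplied by intact live HEK cells; FP after avidin binding of uncleaved biotin substrate so inhibition keeps polarization high; 0% = DMSO wells and 100% = 60 µM reference IDE inhibitor Ii1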
# M5 ag = agonists of human muscarinic M5 receptor (CHRM5) | CHO-K1 hM5 cells, Fluo-8 calcium fluorescence; 0% DMSO wells, 100% maximal acetylcholine response | activation, % at 3 µM | 360,000 tested, 0.19% active | AID 624037;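 active = activation above the run's mean over test compounds plus 3 SD, cut at about 23% in these data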;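 note: signal is peak over basal fluorescence ratio across the kinetic read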
# M4 antag = CHRM4 antagonism in calcium assay; CHO-hM4 cells, ACh EC80, Fluo-8 calcium fluorescence; inhibition, % at 3 µM; 360,000 tested, 0.73% active; AID 624125;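 active = inhibition above its plate's cutoff, the mean inhibition of sample wells plus 3 SD, cut at about 27% in these data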;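 note: 0% = acetylcholine EC80 with DMSO and 100% = DMSO without agonist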
# * hit, by the source's call; . = not tested or not shown.
nr	molecule	M5 antag	M5 ag	M5 PAM	M4 antag	CRFBP-R2 agonist	CHRM4 PAM	CRFBP-R2 block	M4 ag	IDE cell inh
1	CS(=O)(=O)N1CCC(C(=O)O)CC1	3	3	2	0	1.1	4	-16	-2	5
2	COc1ccccc1NC(=O)CSc1nnc(CC(=O)Nc2cccc(C(F)(F)F)c2)n1C	-6	-1	4	4	-0.8	1	-6	0	-5
3	O=S(=O)(c1ccc(Cl)cc1)N1CCN=C1SCc1cccc(Cl)c1	12	-5	-13	12	4.8	-9	-13	1	1
4	CCC(=O)N/N=C(\C)CC(=O)Nc1ccc(Cl)cc1	3	-2	-1	9	-0.2	3	17	1	7
5	Cc1c(Cl)cccc1N=Cc1ccc([N+](=O)[O-])s1	11	1	-3	-10	13	9	10	2	1
6	Cc1ccccc1NC(=O)C(=O)NCC1CCCN1S(=O)(=O)c1cccs1 (stereo unspecified)	0	2	4	-7	-2.5	-4	-14	2	8
7	O=C1NN(c2cccc(Br)c2)C(=O)/C1=C\c1ccccc1	-11	-5	2	-14	3.6	-1	-12	1	0
8	COc1ccc(N(CC(=O)NC2CCCCC2)C(=O)CNC(=O)c2ccco2)c(OC)c1	-4	-1	7	-8	1.0	7	-8	1	5
9	O=C(NNc1c2ccccc2nc2ccccc12)c1ccccc1Cl	14	-4	-11	6	-2.9	-9	3	4	1
10	Cc1ccc(-n2nc(C(=O)NCc3ccc(C)o3)c3c4ccccc4n(C)c3c2=O)cc1	7	-3	-12	9	0.0	-9	-8	2	0
11	N#CCSc1nc(N)c(C#N)c(C2CCCCC2)c1C#N	-2	6	0	5	22	-1	-2	6	4
12	O=C(Nc1ccc(Cl)cc1)Nn1cnc2ccccc2c1=O	9	-2	-2	-3	-1.1	1	-7	5	9

# Additional results follow:
nr	molecule	M5 antag	M5 ag	M5 PAM	M4 antag	CRFBP-R2 agonist	CHRM4 PAM	CRFBP-R2 block	M4 ag	IDE cell inh
13	COc1ccc(S(=O)(=O)N2CCC3CC2c2cc(N4CCOCC4)ccc23)cc1 (stereo unspecified)	-8	0	4	-6	3.3	3	0	2	.
14	CCOc1c(C)cnc2c1c(=O)n(Cc1cccc(Cl)c1)c(=O)n2C	0	0	8	-12	-1.1	4	-2	1	0
15	COC(=O)c1ccc(S(=O)(=O)N2CCCC2)o1	-5	-5	-3	-10	-1.0	9	-19	1	0
16	CC1(C)CC(c2nc(-c3ccccc3)cs2)CCS1 (stereo unspecified)	9	1	-4	5	1.1	-2	1	-2	1
17	CC1CC(C)CN(S(=O)(=O)c2ccc3c(c2)oc(=O)n3CC(=O)N(C)Cc2ccccc2)C1 (stereo unspecified)	2	-1	1	2	-0.8	2	24	-1	0
18	O=C(CCNC(=O)c1ccc(Cl)cc1)NC1CCCCCC1	12	1	-4	1	0.1	7	4	1	-3
19	Cc1nnc(SCC(=O)N2CCC(C(N)=O)CC2)s1	0	0	-3	4	-0.2	4	10	0	2
20	CN(C)CCCN(C(=O)c1cccc(N2C(=O)CCC2=O)c1)c1nc2cc3c(cc2s1)OCO3	11	-4	-3	4	-0.1	0	-7	1	-4
21	Cc1ccc(C(=O)Oc2ccccc2N2CCOCC2)cc1	5	1	-6	-14	-0.5	-16	-9	6	4
22	O=C(Nc1cccc2ccccc12)c1csc([C@@H]2O[C@H](CO)[C@H](O)[C@H](O)[C@H]2O)n1	-1	-1	-1	10	.	2	.	1	.
23	CCOC(=O)N1CCC(Nc2ncnc3c2cnn3-c2ccc(Cl)cc2)CC1	2	2	-6	6	-1.9	3	-12	3	.
24	Cc1cc(C)c(C)c(S(=O)(=O)NCCCn2ccnc2)c1C	-8	-25	-8	-1	1.6	-1	0	2	0

# Retrieved by compound from the entries so far (5):
nr	molecule	M5 antag	M5 ag	M5 PAM	M4 antag	CRFBP-R2 agonist	CHRM4 PAM	CRFBP-R2 block	M4 ag	IDE cell inh
19	Cc1nnc(SCC(=O)N2CCC(C(N)=O)CC2)s1	0	0	-3	4	-0.2	4	10	0	2
18	O=C(CCNC(=O)c1ccc(Cl)cc1)NC1CCCCCC1	12	1	-4	1	0.1	7	4	1	-3
24	Cc1cc(C)c(C)c(S(=O)(=O)NCCCn2ccnc2)c1C	-8	-25	-8	-1	1.6	-1	0	2	0
23	CCOC(=O)N1CCC(Nc2ncnc3c2cnn3-c2ccc(Cl)cc2)CC1	2	2	-6	6	-1.9	3	-12	3	.
21	Cc1ccc(C(=O)Oc2ccccc2N2CCOCC2)cc1	5	1	-6	-14	-0.5	-16	-9	6	4

# Remaining list, next part:
nr	molecule	M5 antag	M5 ag	M5 PAM	M4 antag	CRFBP-R2 agonist	CHRM4 PAM	CRFBP-R2 block	M4 ag	IDE cell inh
25	O=C(CCCN1C(=O)c2cccnc2C1=O)Nc1ccc(Br)cc1	1	0	0	-3	-2.1	10	-11	1	2
26	CC1(C)C2CC[C@]3(C)C(CC=C4[C@@H]5C[C@](C)(CO)CC[C@]5(C(=O)O)CC[C@]43C)[C@@]2(C)CC[C@@H]1O (stereo partly specified)	-2	2	0	3	-1.7	2	-6	1	3
27	COc1ccc(-c2[nH]ncc2C2N=C(N)Nc3nc4ccccc4n32)cc1 (stereo unspecified)	5	-15	-4	6	-0.7	-12	2	2	-10
28	COc1ccc(Oc2coc3c(CN4CCOCC4)c(O)ccc3c2=O)cc1	3	-12	-20	7	0.4	-10	-16	1	3
29	CC1(C)Cc2ccccc2-c2nnc(C(F)(F)F)n21	0	-2	0	-13	-2.0	5	23	1	6
30	CCSC1=NC2(CCCCC2)Nc2sc3c(c21)CCCC3	7	-8	-8	-4	1.9	1	-14	0	-2
31	COc1cc(CCC(=O)OCC(N)=O)cc(OC)c1OC	9	-1	3	-8	2.8	-1	-13	0	4
32	COc1cc(Br)cc(C(=O)N2CCc3ccccc32)c1OC	2	-3	1	0	-2.2	10	0	-2	.
33	COc1ccccc1NS(=O)(=O)c1ccc(C(=O)NCCCN2CCCC2=O)cc1	2	2	4	-4	0.5	7	1	3	2
34	CCSC1=NCCN1S(=O)(=O)c1ccccc1	1	-2	-4	-5	-0.1	-1	-2	1	0
35	CCc1ccc(NC(=O)C(=O)NCC2CCCN2S(=O)(=O)c2ccccc2)cc1 (stereo unspecified)	3	1	-2	-16	-0.7	2	15	5	5
36	CC1(C)C2(C#N)C(N)=NC3(OCCO3)C12C#N (stereo unspecified)	-7	-4	-1	-5	0.7	8	-4	1	8

# Values in list order from the entries so far.
# Compounds 24 to 30 in M5 PAM, in turn: -8, 0, 0, -4, -20, 0, -8
# Compounds 24 to 30 in M4 ag, in turn: 2, 1, 1, 2, 1, 1, 0
# Compounds 24 to 30 in M4 antag, in turn: -1, -3, 3, 6, 7, -13, -4

# The listing continues:
nr	molecule	M5 antag	M5 ag	M5 PAM	M4 antag	CRFBP-R2 agonist	CHRM4 PAM	CRFBP-R2 block	M4 ag	IDE cell inh
37	COc1ccccc1N1CCN(C2CCN(C(=O)COc3cccc(C)c3)CC2)CC1	9	-8	-4	17	-2.6	-6	21	1	-2
38	Cc1[nH]c(=S)[nH]c(=O)c1Cc1ccc(OCC(C)C)cc1	4	-3	-4	3	-0.5	-4	2	0	10
39	CC1(C)N=C(N)N=C(N)N1c1ccc(OCC(=O)Nc2ccccc2)c(Cl)c1	3	-2	-1	-12	-1.9	5	-6	0	.
40	CC(C)(C)NC(=O)c1ccc2c(c1)N(CC(=O)N1CCCC1)C(=O)C(C)(C)O2	-18	6	14	-15	0.4	5	-3	3	-1
41	Cc1c(Cc2ccccc2)c(=O)oc2cc(OCC(=O)N3CCC(C(=O)O)CC3)ccc12	4	2	-3	-1	0.6	-1	-11	1	1
42	Cc1ccc(CC(=O)O/N=C(\N)c2ccccn2)cc1	-2	-3	-2	5	0.0	1	2	1	10
43	C=CCNc1nc(N)c(C(=O)Nc2cc(C)on2)s1	7	1	-1	11	0.1	-5	-14	-1	-3
44	COc1ccc(C2/C=C\CN(Cc3ccncc3)CC(=O)N2Cc2ccc(F)cc2)cc1 (stereo unspecified)	-4	0	5	1	-2.9	11	3	5	-2
45	CCC(CC)c1nc2ccccc2c(=O)[nH]1	2	-4	9	-18	1.2	5	-8	1	0
46	CN(CC(=O)NCCN1CCCCCC1)S(=O)(=O)c1cccc2nsnc12	6	-9	-9	-2	-3.5	-3	8	0	-7
47	COCCc1ncc(CN2CCC(C(=O)Nc3cccc(-c4cscn4)c3)CC2)cn1	-4	-3	2	-5	-1.9	1	-7	2	2
48	Cc1ccc2nc(NC(=O)C3CCN(C(=O)c4ccc(F)cc4)CC3)sc2c1	3	-3	0	0	-1.9	-3	-2	2	0

# Some values from the results shown:
# M5 PAM, cpd 40 stands at 14
# M5 ag, cpd 38 stands at -3

# Remaining list, next part:
nr	molecule	M5 antag	M5 ag	M5 PAM	M4 antag	CRFBP-R2 agonist	CHRM4 PAM	CRFBP-R2 block	M4 ag	IDE cell inh
49	CC(=O)Nc1ccc(S(=O)(=O)Nc2ccc3nc(C)sc3c2)cc1	22	5	-6	5	-1.9	0	-1	4	4
50	CCN1CCN(c2ccc(S(=O)(=O)N3CCOCC3)cc2NC(=O)c2ccccc2OC(F)F)CC1	-2	0	9	-9	-0.1	5	16	0	7
51	O=C1Nc2ccccc2/C1=C/C(=O)c1cccs1	16	8	19*	8	6.1	-9	7	5	2
52	COc1ccc(NC(=O)CCCNS(=O)(=O)c2cccs2)cc1	11	-2	-10	8	2.0	6	-15	1	-1
53	O=C(CN1C(=O)/C(=C2\SC(=S)N(CCS(=O)(=O)O)C2=O)c2ccccc21)Nc1cccc(Br)c1	0	-4	4	6	-1.1	1	-1	0	2
54	Cc1cc2nncn2c(Cc2ccccc2)n1	9	-1	-4	-8	-3.5	0	-13	5	2
55	COc1ccc(/C=N/NC(=O)c2ccc(=O)[nH]n2)cc1OC	8	-1	1	12	0.4	1	20	0	-1
56	CCOCCCNC(=O)C(Cc1ccccc1)NS(=O)(=O)c1ccc2c(c1)c(=O)n(C)c(=O)n2C (stereo unspecified)	1	1	8	-2	0.5	-1	-4	1	-2

# Outcome played no part in choosing rows. About 2.9% of those tested had a hit in this group.
